Screening data: PubChem, National Center for Advancing Translational Sciences (NCATS)
GCN5L2 inh: blocks human GCN5L2 histone acetyltransferase | AID 504327 | hit rate 0.21% among 390,000 | GCN5L2 HAT assay, ThioGlo1 CoA-SH fluorescence | Potency, µM (doses to about 58.9 µM), for inactives: top-dose activity change, negative = inhibition, actives largely listed as inhibitors | Q92830
Target sequence (Q92830 whole entry, looked up): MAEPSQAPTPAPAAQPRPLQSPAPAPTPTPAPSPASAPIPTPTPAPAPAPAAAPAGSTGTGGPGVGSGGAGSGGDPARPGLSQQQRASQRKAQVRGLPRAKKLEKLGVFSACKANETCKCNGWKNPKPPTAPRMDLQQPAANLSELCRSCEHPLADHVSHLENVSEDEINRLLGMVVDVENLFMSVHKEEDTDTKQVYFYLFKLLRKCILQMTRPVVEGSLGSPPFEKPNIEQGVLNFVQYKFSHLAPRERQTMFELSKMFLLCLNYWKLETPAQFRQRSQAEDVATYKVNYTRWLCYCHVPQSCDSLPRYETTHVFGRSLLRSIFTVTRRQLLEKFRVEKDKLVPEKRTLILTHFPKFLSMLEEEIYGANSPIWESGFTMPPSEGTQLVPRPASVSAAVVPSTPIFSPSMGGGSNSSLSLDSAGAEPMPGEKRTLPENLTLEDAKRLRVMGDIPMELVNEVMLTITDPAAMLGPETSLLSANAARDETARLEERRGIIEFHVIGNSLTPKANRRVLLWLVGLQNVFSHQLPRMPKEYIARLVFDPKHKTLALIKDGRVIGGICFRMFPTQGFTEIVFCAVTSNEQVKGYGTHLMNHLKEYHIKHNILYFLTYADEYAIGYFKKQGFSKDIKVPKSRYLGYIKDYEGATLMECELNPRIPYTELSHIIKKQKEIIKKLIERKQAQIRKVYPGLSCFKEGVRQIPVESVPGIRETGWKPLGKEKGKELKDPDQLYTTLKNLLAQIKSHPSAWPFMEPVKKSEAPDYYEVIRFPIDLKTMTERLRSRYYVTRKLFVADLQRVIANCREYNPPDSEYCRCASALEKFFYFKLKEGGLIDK
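qHTS, 1536-well. 20nM enzyme, pH 7.5 HEPES/EDTA/Tween-20 buffer; 15 min compound preinc., RT. Start: 75uM H3(1-25), 70uM AcCoA, 50uM ThioGlo1. Read Ex340/Em540 at t=0 (autofluorescence flag) and t=20 min.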
N370S GC mod: inhibits or activates N370S mutant glucocerebrosidase | Potency, µM (doses to about 59.4 µM), for inactives: at the highest dose activity change, negative = inhibition, most hits filed as inhibitors | P04062 | hit rate 0.092% among 330,000 | N370S GC spleen homogenate, 4MU-glucoside fluorescence;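 note: 0% = full enzyme activity and -100% = no enzyme basal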
FEN1 inhibitor: human FEN1 inhibition; Recombinant FEN1 flap cleavage, fluorescence, 15 min; Potency, µM (series often up to 114 µM), without a hit: top-dose activity change, negative = inhibition, usual class: inhibitors; hit rate 0.35% among 390,000; note: nearly all actives have a fitted effect of over 65% in size
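Enzyme 10 nM, 15 min RT preincubation with compound; start with substrate 50 nM final; reads at 0 and 15 min; qHTS titration, four-parameter Hill fit.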
The depositor's hits bear a star; ? = inconclusive; . = not tested or not shown; & = joins results of further samples; [ ] = another dose, or the depositor's remark. Calls come from the whole dose curve; as a rule, active = well fitted curve in the direction sought with a large enough effect; inconclusive = small, poorly fitted or top-dose-only effect, or another doubt; inactive = no such curve, though single readings can be large; an effect the other way counts as inactive or inconclusive. Unless noted, % is set by controls: 0 for no effect and ±100 for the full control effect; potency is the fitted concentration of half-maximal effect.

SMILES	GCN5L2 inh	N370S GC mod	FEN1 inhibitor
CC(C)c1nc2sc(C(=O)O)c(N)c2c2c1CCCC2	-4%	0%	-7%
O=C(OCC1COc2ccccc2O1)c1ccccc1F (stereo not drawn)	-7%	8%	-4%
Cc1ccccc1S(=O)(=O)NC1OC(=O)C(Oc2ccccc2)=C1Br (stereo not drawn)	-3%	17%	0%
O=C(NC1CCCCC1)C(c1ccccc1)N(Cc1ccco1)C(=O)c1csnn1 (stereo not drawn)	-4%	12%	12%
Cc1c(Cl)cccc1N1CC(c2nc3ccccc3n2Cc2ccccc2F)CC1=O (stereo not drawn)	-7%	.	-21%
O=C(NNC(=O)c1ccccc1[N+](=O)[O-])Nc1ccccc1C(F)(F)F	-1%	13%	22%
O=C(c1ccoc1)N1CCCC(N2CCN(c3cccc(Cl)c3)CC2)C1 (stereo not drawn)	-10%	-10%	0%
Cc1cccc(C)c1NC(=O)c1cc(S(=O)(=O)N2CCOCC2)ccc1F	-4%	-1%	1%
CCN(C(=O)COC(=O)c1[nH]c(C)c(C(C)=O)c1C)C1CCS(=O)(=O)C1 (stereo not drawn)	-7%	-6%	-7%
COC(=O)c1ccc(NC(=O)CCn2c(=O)oc3ccccc32)cc1	-5%	-3%	0%
O=C1NC(=Nc2ccccc2Cl)S/C1=C\c1ccc(C(=O)O)cc1	-1%	-17%	-26%
Cc1ccc(C)c(CN2C(=O)c3ccccc3S(=O)(=O)c3ccc(C(=O)N4CCN(c5ccccc5F)CC4)cc32)c1	-2%	.	12%
COc1cc(NC(=O)CNS(=O)(=O)c2cccs2)cc(OC)c1OC	-4%	.	0%
COc1ccc(CN(CC(=O)NCC2CCCO2)C(=O)CCC(=O)Nc2nccs2)cc1 (stereo not drawn)	-2%	-12%	2%
Cc1c(C#N)c2ncnc(-c3ccccc3)c2n1-c1ccccc1	-6%	1%	-10%
CCCCNc1nc2sc3c(c2c(=O)n1-c1cccc(Cl)c1)CCN(C)C3	-5%	-2%	-3%
COc1ccc(OCCN2CCN(C3CC(=O)N(CCC(C)C)C3=O)CC2)cc1 (stereo not drawn)	1%	4%	5%
COc1cc2cc(CN(CCN3CCCC3)C(=O)Nc3ccc(F)cc3)c(=O)[nH]c2cc1OC	-8%	-1%	-24%
COc1cc(OC)cc(C(=O)NCCSc2c[nH]c3ccccc23)c1	-11%	8%	-6%
Oc1ccc(-c2onc3ccc(Cl)cc23)cc1	0%	-1%	1%
CC(=O)c1c(C)[nH]c(C(=O)OCC(=O)Nc2ncc(Cl)c(C)c2Cl)c1C	-5%	30%[2.35 µM]	-14%
CCOC(=O)c1c(C)[nH]c(C(=O)COC(=O)CNS(=O)(=O)c2ccc(C)cc2)c1C	4%	.	2%
Cc1ccc(Cn2nnc3c(=O)n(CC(=O)N4CCN(c5ccccc5)CC4)cnc32)cc1	-10%	-23%	-5%
CSCC[C@H](NC(=O)[C@@H]1Cc2ccccc2CN1)C(=O)Nc1cccc(C)c1	-11%	-9%	13%
CN1CCN(c2cc(-c3ccc(N(C)C)cc3)ncn2)CC1	-20%	5%	.

The list goes on:
SMILES	GCN5L2 inh	N370S GC mod	FEN1 inhibitor
Cc1ccnc(NS(=O)(=O)c2cc(-c3cc(C)no3)ccc2C)c1	21%	.	1%
COCCn1c(=O)c(-c2cc(F)cc(F)c2)nc2cnc(N(C)C)nc21	-4%	2%	.
COc1ccc(O)c(/C=C(\C#N)C(=O)Nc2ccccn2)c1	-23%	-3%	-10%
Cc1cc(C)n(CCCO)c(=O)c1C#N	-6%	4%	-1%
Cc1ccc(NC(=O)Cn2cnc3c(NCc4ccccc4)ncnc32)cc1C	-2%	.	-3%
CSc1ncc(C(=O)NCCCc2ccccc2)c(C)n1	8%	-12%	-9%
COc1ccc(C(=O)NCCn2cc(SCc3cc(C)ccc3C)c3ccccc32)cc1	-9%	.	-15%
COc1cc(C2C(C#N)=C(N)OC3=C2C(=O)CCC3)cc(OC)c1OC(=O)N1CCOCC1 (stereo not drawn)	0%	1%	5%
CO/N=C/c1ccc(OC)c(Oc2nc(OC)cc(OC)n2)c1	-5%	-11%	-14%
Cc1ccc(Nc2nc(C)c(NC(=O)c3ccc(C)cc3)c(Nc3ccc(C)cc3)n2)cc1	-22%	.	-3%
c1ccc(-c2nnc3sc(-c4cc5ccccc5o4)nn23)cc1	-21%	4%	-6%
CCOc1ccc(Nc2oc(-c3ccc(COc4ccc(C)cc4)o3)nc2C#N)cc1	-8%	.	-5%
CC1CC1C(=O)N(C)CC(=O)Nc1cccc(F)c1 (stereo not drawn)	3%	-8%	1%
COC(=O)C1=C(N)Oc2cc(C)n(CCCn3ccnc3)c(=O)c2C1c1cccc(Cl)c1 (stereo not drawn)	-2%	-4%	0%
Cc1ccc(S(=O)Cc2ccc(C(=O)NC3CCCCCC3)o2)cc1 (stereo not drawn)	-2%	.	-6%
COc1ccccc1-n1c(SCC(=O)Nc2ccc(NC(C)=O)cc2)nc2c([nH]c3ccccc32)c1=O	-30%	?	-2%
CC(C)Oc1ccc(C(CC(=O)O)NC(=O)C(Sc2ccccc2)c2ccccc2)cc1 (stereo not drawn)	-5%	0%	-7%
CC(C)CCNC(=O)C1(O)c2ccccc2NC(=O)N1c1ccc(Cl)cc1 (stereo not drawn)	7%	-11%	0%
COc1ccc(NC(=O)C2CCCN(S(=O)(=O)c3cccc4nonc34)C2)cc1OC (stereo not drawn)	-4%	-13%	-19%
COc1ccc(/C=N/n2cncn2)cc1Cn1cc([N+](=O)[O-])cn1	-2%	5%	0%
Cc1ccc(NS(=O)(=O)c2ccc3c(c2)oc(=O)n3C)c(C)c1	-14%	-3%	2%
O=C(O)C1SCCN1S(=O)(=O)c1ccc(N=NN2CCOCC2)cc1 (stereo not drawn)	-7%	4%	-1%
O=C(Nc1ccc2c(c1)OCCO2)C1CCCN1S(=O)(=O)c1ccc(Cl)cc1 (stereo not drawn)	-8%	-3%	-13%
COc1cccc2cc(-c3ccccc3)c(=O)oc12	-21%	8%	-7%
Cc1ccc(CSCC(=O)NCc2cccnc2)cc1	-1%	-4%	-6%

Some of the entries above, set out differently.
GCN5L2 inh	N370S GC mod	FEN1 inhibitor	mol
-2%	.	-6%	Cc1ccc(S(=O)Cc2ccc(C(=O)NC3CCCCCC3)o2)cc1 (stereo not drawn)
-30%	?	-2%	COc1ccccc1-n1c(SCC(=O)Nc2ccc(NC(C)=O)cc2)nc2c([nH]c3ccccc32)c1=O
-5%	0%	-7%	CC(C)Oc1ccc(C(CC(=O)O)NC(=O)C(Sc2ccccc2)c2ccccc2)cc1 (stereo not drawn)
7%	-11%	0%	CC(C)CCNC(=O)C1(O)c2ccccc2NC(=O)N1c1ccc(Cl)cc1 (stereo not drawn)
-4%	-13%	-19%	COc1ccc(NC(=O)C2CCCN(S(=O)(=O)c3cccc4nonc34)C2)cc1OC (stereo not drawn)
-2%	5%	0%	COc1ccc(/C=N/n2cncn2)cc1Cn1cc([N+](=O)[O-])cn1
-14%	-3%	2%	Cc1ccc(NS(=O)(=O)c2ccc3c(c2)oc(=O)n3C)c(C)c1

Returning to the listing; the two compounds before the break are reprinted first.
SMILES	GCN5L2 inh	N370S GC mod	FEN1 inhibitor
COc1cccc2cc(-c3ccccc3)c(=O)oc12	-21%	8%	-7%
Cc1ccc(CSCC(=O)NCc2cccnc2)cc1	-1%	-4%	-6%
Cc1cc(C(=O)NC2CCCc3c2cnn3-c2ccc(C)c(C)c2)nc(C)n1 (stereo not drawn)	-4%	0%	11%
NS(=O)(=O)c1ccc(NC(=O)C(=O)NCCC(=O)O)cc1	-3%	-4%	11%
COc1ccc(OC)c(S(=O)(=O)Nc2ccc(Oc3ccccc3)cc2)c1	-15%	-13%	-24%
COc1cc(N=C(N)N=C(N)N)cc(OC)c1	9%	6%	11%
O=C(/C=C/c1ccc(Cl)cc1)Nc1ccc(S(=O)(=O)Nc2ncccn2)cc1	-3%	-1%	-6%
COC(=O)c1cc(=O)n(-c2ccccc2)c(=Nc2ccccc2)s1	-3%	4%	-3%
O=S(=O)(Nc1cccc(S(=O)(=O)N2CCOCC2)c1)c1ccc(Cl)s1	16%	-6%	1%
CCOc1ccc2c(c1)-c1c(ssc1=S)C(C)(C)N2C(=O)CSC1=NCCS1	-8%	13%	11%
CC(=O)Nc1ccc(S(=O)(=O)NCCC(=O)N2CCN(C(c3ccccc3)c3ccccc3)CC2)cc1	0%	-26%	-15%
CCCc1nc(NC(C)=O)c(C#N)c(-c2ccco2)c1CC	-6%	-11%	-12%
N#Cc1c(-c2ccccc2)nc(N2CCOCC2)[nH]c1=O	-3%	6%	-3%
O=C(NCCC1=CCCCC1)c1ccc(Cl)c(S(=O)(=O)N2CCOCC2)c1	0%	1%	-1%
CC1C=Cc2ccccc2N1C(=O)c1ccccc1 (stereo not drawn)	-1%	2%	7%
Cc1ccc2oc(C(=O)Nc3cccc(Cl)c3)cc(=O)c2c1	-7%	.	14%
Cc1cccc2c(=O)c(-c3ccc(Cl)cc3)c(NC(=O)c3ccco3)oc12	2%	6%	-1%
C[C@@H]1CN(C(=O)c2nc3ccc(Cl)cn3c2CN[C@H]2CCCCNC2=O)C[C@H](C)O1	1%	3%	19%
O=C(c1cccs1)n1cc(C(=S)N2CCOCC2)c2ccccc21	.	7%	-4%
COc1cc(/C=C(\C#N)c2[nH]nc(N)c2C#N)cc(OC)c1O	0%	-23%	?
CC(Cc1ccccc1)C(=O)N(C)Cc1ccccc1 (stereo not drawn)	-3%	2%&-3%	0%
CCC(=O)c1c[nH]c(C(=O)NCC2CCCO2)c1 (stereo not drawn)	-1%	16%	-8%
CCOC(=O)c1cccc(NC(=O)CCCn2c(C)c3cnn(-c4ccccc4)c(=O)c3c2C)c1	-9%	.	-14%
CCOCCCNC(=O)NC(CCC(C)C)c1c(-n2cccc2)sc2c1CCN(C)C2 (stereo not drawn)	-11%	.	2%
Cc1cccc(NC(=O)c2ccoc2C)n1	-5%	6%	-10%
CCCC(=O)Nc1ccc(C(=O)NCC2CCCO2)cc1 (stereo not drawn)	-10%[0.501 µM]	3%	8%
Cc1ccc2nc(SCc3nc4c(cnn4-c4ccccc4)c(=O)[nH]3)[nH]c2c1	-1%	5%	-5%

(further entries)
SMILES	GCN5L2 inh	N370S GC mod	FEN1 inhibitor
COc1ccc(-n2c(SCC(=O)Nc3cc(C)on3)nc3c([nH]c4ccccc43)c2=O)cc1OC	-9%	4%	-9%
Cc1ccc(N(CC(=O)NC(C)(C)C)C(=O)CNC(=O)c2cccs2)c(C)c1	-6%	-3%	-11%
Cc1ccc(Nc2nc3c(S(=O)(=O)c4ccccc4)nnn3c3ccsc23)c(C)c1	2%	.	-3%
Nc1nonc1NC(=O)NN=C1CCCCC1	1%	8%	2%
COc1ccccc1CNC(=O)C1(NC(=O)Nc2ccc(C)cc2)CCCCC1	-3%	-1%	-15%
CN(C)c1ccc(C=Nc2ccccc2C(N)=O)cc1	-8%	-14%	6%
O=C(c1ccco1)N1CCN(Cc2nnc(-c3cccc(Cl)c3)o2)CC1	-5%	5%	-3%
CC(C)c1ccc(NC(=O)CSc2n[nH]c(=O)n2-c2ccc3c(c2)OCCO3)cc1	-5%	9%	4%
CC1(C2CC(C(F)(F)F)n3nc(C(=O)O)cc3N2)CC1 (stereo not drawn)	-1%	-8%	1%
COc1cc(C2c3c(-c4ccccc4O)n[nH]c3C(=O)N2Cc2ccncc2)ccc1O (stereo not drawn)	-4%	.	5%
Cc1ccc(C)c(-c2cc(C(=O)Nc3nccs3)c3ccccc3n2)c1	-4%	7%	-19%
CC(C)n1c(O)c(/C=C2\C=NN=C2c2ccccc2)sc1=S	-6%	6%	-12%
CCOCCCNC(=O)c1cc2c(s1)-c1ccccc1SC2	0%	8%	-15%
CCCNC(=O)OC[C@H]1O[C@H](CCO/N=C/c2ccc(C(=O)N3[C@H](c4ccc(C)cc4)[C@@H](C)CC[C@H]3C(=O)OC)cc2)C=C[C@@H]1Oc1ccc(OC)cc1	-4%	7%	.
N#CCN1CCN(CCC(=O)Nc2ccc(OCc3ccccc3)cc2)CC1	2%	0%	-7%
O=C(Nc1ccncc1)OCc1ccccc1	0%	-8%	2%
Cc1ccccc1-c1nc(CN2CCCC(C(=O)NCc3ccc(Cl)cc3)C2)c(C)o1 (stereo not drawn)	3%	.	-8%
COc1ccc(/C(N)=N/OC(=O)Cc2ccccc2OC)cc1	1%	-5%	-15%
CCc1ccc(/C(C)=N/Nc2cc(Cl)nc(C)n2)cc1	-11%	?	0%
CNc1ccc(Br)cc(C(=O)/C=C/c2cccc(OC)c2OC)c1=O	-9%	-8%	9%
O=c1cc(-c2ccc(O)c(O)c2)oc2c1ccc1ccccc12	-10%	.	?
CCOc1ccc(C(=O)COC(=O)C2COc3ccccc3O2)cc1 (stereo not drawn)	4%	.	-1%
Cc1ccc(N(CC(=O)NC2CCCCC2)C(=O)CCC(=O)Nc2nccs2)cc1	5%	-2%	4%
Cc1ccc(N2CCN(S(=O)(=O)c3ccc(Cl)s3)CC2C)cc1 (stereo not drawn)	-23%	5%	-4%
COc1ccc(CCn2c(SCCN3CCCCC3)nc3ccccc3c2=O)cc1OC	25%	-9%	-5%
COC(=O)c1[nH]c2cccc(OC)c2c1NC(=O)CCN1CCN(c2cccc(Cl)c2)CC1	-1%	-6%	.

These rows are one share of the data (hit frequency here may not be typical).
